Compound activity deposited in PubChem BioAssay by National Center for Advancing Translational Sciences (NCATS).
MBNL1 CUG block – qHTS Assay for Inhibitors of MBNL1-poly(CUG) RNA binding; Muscleblind-like protein 1 (Homo sapiens), Q9NR56; TR-FRET MBNL1-His/biotin-(CUG)12 binding, 665/545 ratio; Potency, µM (doses to about 57.5 µM), for inactives: at the top dose activity change, negative = inhibition, actives largely listed as inhibitors; hit rate 0.036% among 280,000; AID 2675, 2010; active means well fitted inhibition curve with a large enough effect in the signal ratio, with a control signal flat, not every such curve was filed as active; inconclusive means small, poorly fitted or top-dose-only effect, or effect the other way, or a change in a side signal; inactive means no such curve, though single readings can be large or run the other way; the % refers to the signal ratio; further: potency means the concentration at half of the fitted maximal effect; on the % scale 0 is the no-effect control and ±100 the full control effect
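His-tagged MBNL1 binding to biotinylated (CUG)12 RNA was measured by TR-FRET using terbium anti-His antibody (0.055 ng/ul final) and streptavidin-XL665 (5 nM final). Compounds were titrated 92 nM to 58 uM; 60 min at room temperature.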
hERG WT inh – qHTS for Inhibitors of KCHN2 3.1: Wildtype qHTS; U2OS, BacMam KCNH2, thallium flux FluxOr; hits give low values; activity change, % at 1.84 µM; hit rate 0.37% among 340,000; AID 720551, 2013;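 active means maximum activity change below -70%; inconclusive means maximum activity change between -70% and -50%; inactive means maximum activity change above -50%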; further: on the % scale 0 is the no-effect control and ±100 the full control effect
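U2OS cells were transduced with wild-type KCNH2 virus (2.03 x 10^8 / mL) for 4 h at room temperature, then cultured overnight at 37 C. Thallium flux was read with FluxOr dye. Rate constants were normalized to DMSO controls.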
GALK inhibitor – qHTS Assay for Inhibitors of Human Galactokinase (GALK); P51570; hit rate 0.007% among 270,000; Potency, µM (doses to about 57.5 µM), inactives show at the highest dose activity change, negative = inhibition, usual class: inhibitors; AID 1868, 2009; Purified GALK, Kinase-Glo residual ATP luminescence; further: potency means the concentration at half of the fitted maximal effect; on the % scale 0 is the no-effect control and ±100 the full control effect
Target sequence (P51570 whole entry, looked up): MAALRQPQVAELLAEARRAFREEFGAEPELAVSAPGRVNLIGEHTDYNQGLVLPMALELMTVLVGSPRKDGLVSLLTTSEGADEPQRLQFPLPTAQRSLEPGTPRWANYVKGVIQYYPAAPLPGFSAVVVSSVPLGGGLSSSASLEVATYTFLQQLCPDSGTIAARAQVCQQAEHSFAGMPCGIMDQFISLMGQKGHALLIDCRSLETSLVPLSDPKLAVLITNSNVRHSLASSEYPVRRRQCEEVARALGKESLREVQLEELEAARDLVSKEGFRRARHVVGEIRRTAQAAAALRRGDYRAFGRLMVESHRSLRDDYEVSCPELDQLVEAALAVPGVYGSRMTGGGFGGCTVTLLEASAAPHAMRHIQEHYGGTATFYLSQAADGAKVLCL
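Quantitative HTS: GALK 5 nM, ATP 35 uM, galactose 100 uM, 1 h room temperature, then luciferase-based ATP detection.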
a7 integrin act – qHTS for Activators of Integrin-Mediated Alleviation for Muscular Dystrophy. alpha7betagal myoblasts, beta-gal FDG fluorescence, 48 h. Potency, µM (highest dose often 38.3 µM), for inactives: top-dose activation, usual class: activators. hit rate 0.064% among 350,000. AID 624291, 2012;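 further: potency means the concentration at half of the fitted maximal effect; 100% = response of the positive control SU9516; nearly all actives have a fitted effect of over 60% in size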
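Alpha7betagal+/- myoblasts (passage 13) were plated 16-24 hr, then exposed to compounds (1:260 dilution of DMSO stock) for 48 hours at 37C. After MPER lysis, β-galactosidase reporter activity was read as FDG fluorescence (ex 480/em 540) after 30 minutes.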
TRPV1 ag – HTS Assay for Compounds that Act as Agonists of the Vanilloid Receptor 1; hit rate 0.19% among 320,000; activation, % at 8.33 µM; AID 540275, 2011; Transient receptor potential cation channel subfamily V member 1 (Homo sapiens), Q8NER1; TRPV1-expressing cells, Fluo-8 calcium influx, agonist mode; in the data active means activation above about 80%; inconclusive means between about 30% and that limit; further: 0% is about no effect
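Fluo-8 calcium influx in TRPV1-expressing cells, kinetic read (ex 480/em 520 nm). Compound added and read 3 min for agonist activity, followed by capsaicin at EC20 final and 2 min further read for enhancement.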
MLL CXXC-DNA inh – qHTS Fluorescence Polarization Assay for Inhibitors of MLL CXXC domain - DNA interaction | Histone-lysine N-methyltransferase 2A (Homo sapiens), Q03164 | MLL-CXXC / FITC-HOXA9 DNA fluorescence polarization | Potency, µM (series often up to 115 µM), for inactives: at the top dose activity change, negative = inhibition, actives largely listed as inhibitors | hit rate 0.037% among 290,000; active means well fitted inhibition curve with a large enough effect in the polarisation, with a control signal flat, not every such curve was filed as active; inconclusive means small, poorly fitted or top-dose-only effect, or effect the other way, or a change in a side signal; inactive means no such curve, though single readings can be large or run the other way; the % refers to the polarisation; further: potency means the concentration at half of the fitted maximal effect
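Steps: dispense CXXC domain solution (7 uM) → pin compounds or unlabeled HOX-A9 DNA control → 5 min ambient → add FLSN-HOX-A9 solution (50 nM) → spin → 30 min ambient → fluorescence polarization. Tris pH 7.5/NaCl/DTT/BSA buffer.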
ASM inhibitor – Inhibitors of Secretory Acid Sphingomyelinase (S-ASM): qHTS | hit rate 0.006% among 340,000 | placental ASM, HMU-PC fluorogenic substrate, 60 min | Sphingomyelin phosphodiesterase (Homo sapiens), P17405 | Potency, µM (doses to about 57.5 µM), for the others: at the top dose activity change, negative = inhibition, most hits filed as inhibitors | AID 504937, 2011; further: potency means the concentration at half of the fitted maximal effect
Target sequence (P17405 47-631 limits assumed): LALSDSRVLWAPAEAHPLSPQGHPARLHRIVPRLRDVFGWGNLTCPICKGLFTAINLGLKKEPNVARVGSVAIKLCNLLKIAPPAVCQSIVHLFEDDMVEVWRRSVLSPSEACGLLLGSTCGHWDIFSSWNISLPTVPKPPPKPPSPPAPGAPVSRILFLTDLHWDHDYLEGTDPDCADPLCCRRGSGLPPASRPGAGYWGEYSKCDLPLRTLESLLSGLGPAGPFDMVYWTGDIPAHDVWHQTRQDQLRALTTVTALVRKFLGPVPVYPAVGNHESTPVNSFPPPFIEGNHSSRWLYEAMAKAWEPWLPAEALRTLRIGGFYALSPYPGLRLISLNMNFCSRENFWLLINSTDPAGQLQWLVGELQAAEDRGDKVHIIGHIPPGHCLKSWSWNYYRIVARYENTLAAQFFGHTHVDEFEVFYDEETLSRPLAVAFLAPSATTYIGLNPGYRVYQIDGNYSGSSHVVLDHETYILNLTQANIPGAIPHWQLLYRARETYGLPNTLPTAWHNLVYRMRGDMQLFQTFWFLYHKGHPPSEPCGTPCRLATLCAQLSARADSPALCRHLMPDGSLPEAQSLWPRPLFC
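Steps: dispense placental human ASM, pin compound, wait 10 min at room temperature, add HMU-PC0 substrate at 9 uM final, incubate 60 min at 37 °C, add stop solution raising pH to 10, read fluorescence.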
Coupling enz – qHTS Assay for Inhibitors of Fructose-1,6-bisphosphate Aldolase from Giardia Lamblia: Coupling assay counterscreen | AID 2472, 2010 | coupling enzyme system counterscreen, AmpLite Red fluorescence | activity change, negative = inhibition, % at 58.2 µM, hits read low | hit rate 0.67% among 290,000; in the data active means activity change below about -30%; further: on the % scale 0 is the no-effect control and ±100 the full control effect
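Coupling enzymes only (glyceraldehyde-3-phosphate) + compound, at 57.5 uM final, 10 min RT; add substrate/coupling/AmpLite Red mix, 20 min RT; fluorescence ex 525/em 598 nm. Actives flag coupling-system interference.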
KCNH2 3.1 inh – qHTS for Inhibitors of KCHN2 3.1: Mutant qHTS. U2OS KCNH2 3.1, thallium flux FluxOr; hits give low values. activity change, % (tested at about 1.8 µM). hit rate 0.95% among 340,000;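 active means maximum activity change below -70%; inconclusive means maximum activity change from -70% to -50%; inactive means maximum activity change above -50%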;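 further: thallium influx rate constant from kinetic fluorescence after stimulation buffer; on the % scale 0 is the no-effect control and ±100 the full control effect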
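Virally transduced U2OS (3.1 isoform, 4 h infection in dark at RT) → overnight 37 C → FluxOr + Red40 in HBSS/HEPES, 45 min → stimulation buffer, 2 min kinetic read → rate constant vs DMSO controls.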
AT treatment – qHTS Assay for Identifying a Potential Treatment of Ataxia-Telangiectasia; […] A-T fibroblasts, KAP-1 phosphorylation AlphaLISA; neocarzinostatin DNA damage 30 min before lysis; Potency, µM (doses to about 57.5 µM), for inactives: at the highest dose activation, actives largely listed as activators; hit rate 0.19% among 320,000; AID 485349, 2010; further: potency means the concentration at half of the fitted maximal effect; % of control where 0% means no effect; nearly all actives have a fitted effect of over 45% in size
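hTERT-immortalized A-T patient fibroblasts ([…]), 500 cells/well in OPTI-MEM, 1% FBS, got compounds for 60 min, then NCS for 30 min at 37C. Lysates were then assayed for phospho-KAP-1 by AlphaLISA (anti-pKAP1 donor, anti-KAP1 acceptor beads), 6 hr at 25C.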
An asterisk follows results filed as active; ? = inconclusive; nt = not tested or not shown; & = joins results of further samples; [ ] = another dose, or the depositor's remark. Unless noted, the call rests on the fitted dose curve; in most records, active means well fitted curve in the direction sought with a large enough effect; inconclusive means small, poorly fitted or top-dose-only effect, or another doubt; inactive means no such curve, though single readings can be large; an effect the other way counts as inactive or inconclusive. Not a hit list; 2% or so of the library scored in one or more.

SMILES	MBNL1 CUG block	hERG WT inh	GALK inhibitor	a7 integrin act	TRPV1 ag	MLL CXXC-DNA inh	ASM inhibitor	Coupling enz	KCNH2 3.1 inh	AT treatment
CCN1CCN(c2cc(C)c3cc(NC(=O)c4ccc5c(c4)OCO5)ccc3n2)CC1	1%	8	0%	-43%	4	9%	56%[activator]	1	-15	-4%
COc1ccccc1CCCNC(=O)C1CCC(=O)N(CCc2cccc(F)c2)C1 (configuration not stated)	-15%	7	-5%	-22%	-1	?	1%	2	14	6%
CCOC(=O)c1ccc(NC(=O)CC2C(=O)OCCN2CC)cc1 (configuration not stated)	2%	4	0%	-17%	-4	?	2%	2	-1	-5%
Cc1cc(C)c(S(=O)(=O)c2c(C)cccc2C)c(OCC(C)C)n1	-2%	-9	0%	-41%	?	-3%	-4%	0	-3	3%
CC(C)(C)c1ccc(OCC(=O)O)cc1	6%&-20%	6	-2%&2%	8%	11&-1	-1%&-5%	4%	6&14	4	1%&13%
Cc1ncc([N+](=O)[O-])n1CCOC(=O)c1cc(Cl)cc(Cl)c1N	nt	-3	1%	?	1	14%	8%	3	4	2%
Oc1ccc(/C=N/NC(=S)NCc2ccco2)cc1	-10%	11	nt	3%	-2	-6%	11%	-1	nt	-2%
COCCNS(=O)(=O)c1cc(OC)c(Cl)cc1Cl	3%	nt	-3%	nt	1	-2%	nt	3	nt	2%
CCN(CC)c1ccc(/C=N/Nc2nc(C)cc(C)n2)cc1	?	1	0%	-37%	5	10%	9%	0	9	-2%
Cc1cc(NC(=O)Cn2nc(C)c([N+](=O)[O-])c2C)no1	2%	-9	13%	2%	3	0%	6%	1	0	3%
CC(C)c1ccc(S(=O)(=O)N2CCN(C(=O)c3ccc(N4CCCC4)c([N+](=O)[O-])c3)CC2)cc1	-3%	-4	-8%	7%	-13	51%[activator]	-13%	nt	-47	?
COc1ccc(S(=O)(=O)N2CCN(C(=O)c3ccccn3)CC2)cc1	nt	-1	nt	-9%	0	nt	-1%	nt	25	-1%
Cc1ccc2nc(SCC(=O)Nc3cccc(Cl)c3)nc(=O)n2c1	nt	2	nt	-4%	-1	nt	-1%	nt	-16	6%
CC1CCCN(S(=O)(=O)c2coc(C(N)=O)c2)C1 (configuration not stated)	-1%	3	-1%	3%	5	-5%	-2%	-3	10	-6%
COC(=O)c1ccccc1NC(=O)C1CC(=O)N(c2ccc(C)c(C)c2)C1 (configuration not stated)	-8%	2	-1%	-14%	19	-7%	6%	3	12	nt
O=C(Nc1cccc(C(=O)NC2CCCCC2)c1)c1ccccc1	-7%	2	-1%	-20%	2	14%	-2%	0	6	7%
O=C(/C(C=Nc1cccc(C(F)(F)F)c1)=C(/O)c1ccco1)C(F)(F)F	nt	0	1%	28%	?	8%	70%[activator]	-7	-1	nt
CC(C)NC(=S)Nc1ccc(S(=O)(=O)Nc2ncccn2)cc1	-5%	-2	0%	13%	0	6%	8%	5	2	-5%
Oc1ccccc1N1CCN(c2nc(-c3cccs3)nc3ccccc23)CC1	-1%	14	0%	0%	1	-7%	-17%	1	-6	-32%
Cc1c(NC(=S)N/C(=N/S(=O)(=O)c2ccccc2)c2ccccc2)c(=O)n(-c2ccccc2)n1C	0%	-14	nt	42%	1	2%	6%	-1	6	-9%
COc1ccc(S(=O)(=O)N2CCCCC2C(=O)O)cc1OC (configuration not stated)	2%	0	3%	4%	0	-3%	-2%	0	-1	-3%
CC(=O)c1ccc(NC(=S)N2CC(C)CC(C)C2)cc1 (configuration not stated)	-7%	-1	-1%	12%	6	11%	7%	5	-18	0%
O=C(Nc1ccccc1)C(=O)c1cn(CC(=O)N2CCCCC2)c2ccccc12	?	-1	-1%	-4%	11	22%	-3%	-2	-4	-1%
C#CCOc1c(Cl)cc(/C=C2/C(=O)ON=C2C)cc1OC	3%	4	3%	4%	-2	-12%	0%	5	2	4%
Cc1cccc(C(C)C)c1NC(=O)C(C)OC(=O)Cc1n[nH]c(=O)c2ccccc12 (configuration not stated)	nt	0	nt	-2%	-8	nt	0%	nt	8	-18%
New compounds follow.
SMILES	MBNL1 CUG block	hERG WT inh	GALK inhibitor	a7 integrin act	TRPV1 ag	MLL CXXC-DNA inh	ASM inhibitor	Coupling enz	KCNH2 3.1 inh	AT treatment
O=C(CCN1C(=O)c2cccnc2C1=O)NC1CCCCCC1	8%	-2	-3%	34%	-2	-4%	-1%	0	5	5%
CN1CCN(S(=O)(=O)c2ccc(N3CCc4ccccc4C3)nc2)CC1	43%[activator]	1	1%	1%	10	16%	12%	0	8	-3%
CCOc1cc(CN2CCSCC2)ccc1O	0%	41	0%	0%	-2	3%	6%	0	1	5%
COc1cc(/C=C/C(=O)NC(=O)c2ccccc2O)ccc1OC(C)=O	?	2	nt	-24%	5	35%[activator]	-8%	-4	-4	5%
CC(=O)c1ccc(OCc2cc(C(=O)N3CCC[C@H]3CO)no2)cc1	-19%	-1	-7%	45%	-3	24%	3%	nt	2	-3%
O=C(CNc1cccc2ccccc12)N/N=C/c1ccc([N+](=O)[O-])cc1	-1%	-19	0%	-27%	-3	2%	-6%	0	nt	-4%
O=[N+]([O-])c1ccccc1S(=O)(=O)Oc1ccc(/C=N/n2cnnc2)cc1	?	9	-1%	11%	-3	3%	-1%	-1	12	-5%
COC(=O)C1=CN(Cc2ccc(OC)c(OC)c2)C=C(C(=O)OC)C1c1ccc(O)cc1	?	2	8%	13%	2	-14%	nt	0	11	25%
CC(/C=N/N1CCN(c2ccccc2)CC1)=C\c1ccccc1	4%	6	3%	-9%	-3	1%	3%	1	10	0%
CCOC(=O)Cn1c(=NC(=O)C(C)C)sc2c(C)cc(C)cc21	?	-5	2%	-9%	2	-1%	-9%	-1	-11	35%
O=C(NCc1ccccn1)c1c(O)c2cccc3c2n(c1=O)CC3	7%	9	5%	6%	2	-1%	2%	0	2	0%
Cc1nn(CC(=O)Nc2ccc3c(c2)OCCO3)c(C)c1[N+](=O)[O-]	nt	14	nt	-41%	nt	nt	0%	nt	-13	10%
CCOC(=O)CCc1c(C)nc2c(c(C)nn2-c2ccccc2)c1C	27%	-3	1%	8%	9	-8%	-6%	1	3	18%
O=C(C[n+]1cccc(CNC(=O)c2ccc(OC(F)F)cc2)c1)Nc1cccc(C(F)(F)F)c1	-21%	-9	1%	11%	-1	0%	-7%	0	-12	-1%
Cc1nc(N=C(N)N)nc2c(C)cccc12	-13%	26	0%	-788%[inhibitor]	1	-18%	22%	3	9	-5%
Cc1ccc(C(=O)NN(CCC(=O)NC(C)(C)C)C2=NS(=O)(=O)c3ccccc32)cc1	nt	0	1%	-19%	0	2%	-1%	1	-2	5%
COc1ccc(N/N=C(\C#N)C(=N)N2CCCCC2)cc1	?	-1	5%	-25%	22	?	-8%	-7	-18	-30%
CC1=NN(C(N)=S)C(=O)C1N=Nc1ccccc1Cl (configuration not stated)	20%	-11	-2%	-18%	-2	-23%	-3%	3	-15	1%
COc1ccc(Br)c(OC)c1C(=O)NC(=O)Nc1nc(C)cc(C)n1	nt	6	0%	-12%	nt	0%	0%	-31*	8	5%
Cc1ccc(C)c(NC(=O)C2CC(O)CN2C(=O)OC(C)(C)C)c1 (configuration not stated)	6%	4	1%	16%	0	-1%	5%	1	-5	-3%
CC(=O)Nc1ccc(N/C=C/C(=O)C(C)(C)C)cc1	23%	-14	-3%	-4%	2	6%	7%	-29	10	-1%
O=S(=O)(NCc1cccs1)c1cccc2cccnc12	11%	6	3%	5%[7.66 µM]	1	-16%	-1%	-13	-6	8%
Cc1nc2cc(-c3ccccc3)nn2c(C)c1CCC(=O)NCc1ccco1	-8%	6	2%	-10%	0	5%	7%	-10	10	1%
COc1ccc(COC(=O)C2CCN(S(=O)(=O)c3ccc(C)cc3)CC2)cc1	nt	5	nt	1%	12	nt	3%	nt	1	-2%
O=C(Nc1cccnc1)c1ccccc1F	-10%	0	-2%	-13%	1	10%	2%	1	-4	4%
O=C(Nc1ccc(Cl)c(Cl)c1)N1CCOCC1	-15%	5	0%	-21%	1	-3%	0%	2	5	19%
